BRCA1 expr act – increases BRCA1 expression; MCF7-BRCA1-FFLuc reporter, luminescence, 48 h; response scale: scaled: vehicle 0%, 10 µM genistein 100%; 1.1% of 380,000 active; Potency, µM (highest dose often 46.1 µM), for inactives: top-dose activation, most hits filed as activators; AID 624202; further: potency means the concentration at half of the fitted maximal effect; nearly all actives have a fitted effect of over 80% in size; some results filed as inactive show a strong effect at the top dose
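MCF7-BRCA1-FFLuc, 2000 cells/well; 2 h attach, 37 °C/5% CO2; compound 48 h; luciferase substrate 15 min; luminescence end-point. Norm. to genistein 10 microM max activation and DMSO; concentration-response curves fitted.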
TRPV1 agonist – activates the human vanilloid receptor TRPV1; Q8NER1; TRPV1-expressing cells, Fluo-8 calcium influx, agonist mode; activation, % at 8.33 µM; 0.19% of 320,000 active; AID 540275; in the data active means activation above about 80%; inconclusive means between about 30% and that limit; further: 0% is about no effect
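TRPV1-expressing cells were cultured overnight at 35.5C and loaded with Fluo-8 calcium dye for 40 to 90 min at room temperature. After a 10 s baseline, compound was added and calcium influx was read kinetically for 3 min (ex 480/em 520 nm).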
ELG1 genotox – inducers of genotoxicity in HEK293T ELG1-luciferase cells. Potency, µM (titrated, usually from 46 µM), without a hit: at the top dose activity change, positive = activation, actives largely listed as activators. AID 504466. 1.3% of 330,000 active. HEK293T ELG1-luciferase reporter, luminescence, 16 h; further: potency means the concentration at half of the fitted maximal effect; % of control where 0% means no effect; nearly all actives have a fitted effect of over 60% in size
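ELG1-luciferase HEK293T cells, 2,000/well; compound pinned in; 16 hr, 37 °C, 5% CO2; ONE-Glo, 30 min RT; luminescence on CCD imager.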
p53 reactivation – re-activators of mutant p53 | AID 504706 | Potency, µM (series often up to 92.2 µM), for the others: top-dose activity change, positive = activation, usual class: activators | H1299 p53-A138V BP100-luciferase reporter, luminescence, 24 h | 0.063% of 320,000 active; further: potency means the concentration at half of the fitted maximal effect; % of control where 0% means no effect; nearly all actives have a fitted effect of over 45% in size
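p53-null H1299 cells stably carrying temperature-sensitive p53-A138V and a BP100-luciferase reporter were pinned with compounds (4-point, 1:5 series) and held 24 hrs at 37 deg C. Luminescence was read 10 min after detection reagent.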
NPC1 prom act – activates the NPC1 promoter | Huh7 NPC1 promoter luciferase reporter, 24 h | Potency, µM (titrated, usually from 9.22 µM), inactives show at the top dose activation, most hits filed as activators | 2.4% of 320,000 active | AID 485313;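 further: potency means the concentration at half of the fitted maximal effect; % of control where 0% means no effect; nearly all actives have a fitted effect of over 60% in size; reporter is driven by a mutant NPC1 promoter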
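Luminescence read-out of NPC1 promoter-driven luciferase in stably transfected Huh7 cells; compounds delivered in DMSO and left 24 h at 37C, 5% CO2, qHTS titration format.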
RORgamma inh – blocks mouse ROR gamma transcriptional activity; P51450; Drosophila S2 Gal4-RORgamma UAS-luciferase reporter, 20 h; Potency, µM (doses to about 53.6 µM), inactives show top-dose activity change, negative = inhibition, usual class: inhibitors; 5.4% of 310,000 active; further: potency means the concentration at half of the fitted maximal effect; on the % scale 0 is the no-effect control and ±100 the full control effect; nearly all actives have a fitted effect of over 60% in size
Target sequence (P51450 whole entry, looked up, the tested form may be a part): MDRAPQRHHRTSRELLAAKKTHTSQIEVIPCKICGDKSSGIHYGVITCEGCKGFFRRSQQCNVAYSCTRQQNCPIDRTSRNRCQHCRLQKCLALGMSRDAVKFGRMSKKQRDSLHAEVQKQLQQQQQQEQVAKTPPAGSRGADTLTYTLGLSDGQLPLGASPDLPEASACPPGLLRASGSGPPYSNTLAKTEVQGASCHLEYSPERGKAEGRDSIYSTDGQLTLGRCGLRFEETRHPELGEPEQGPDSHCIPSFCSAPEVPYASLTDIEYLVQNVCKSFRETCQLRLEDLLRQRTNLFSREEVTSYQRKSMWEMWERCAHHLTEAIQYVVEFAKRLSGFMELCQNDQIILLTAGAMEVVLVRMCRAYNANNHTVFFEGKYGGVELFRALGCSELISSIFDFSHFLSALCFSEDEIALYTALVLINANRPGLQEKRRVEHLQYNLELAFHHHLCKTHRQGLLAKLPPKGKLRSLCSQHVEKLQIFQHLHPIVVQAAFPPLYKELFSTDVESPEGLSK
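A Gal4/UAS one-hybrid system in insect cells: metallothionein-promoter Gal4–ROR gamma fusion plus Photinus luciferase reporter. Copper sulfate 700 uM final, 20 hr ambient incubation, luminescent detection after 10 min with reagent.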
FLuc counter – inhibits or activates purified firefly luciferase, miR-21 counter-screen. purified FLuc, Km substrates, luminescence inhibition. Potency, µM (top dose mostly 57.5 µM), for inactives: top-dose activity change, negative = inhibition, usual class: inhibitors. 6.9% of 360,000 active;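 further: potency means the concentration at half of the fitted maximal effect; plate controls were vehicle for no effect and reference inhibitor for full effect; nearly all actives have a fitted effect of over 55% in size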
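Purified P. pyralis luciferase, 10 nM final, with Km-level 10 uM D-luciferin and 10 uM ATP in 50 mM Tris acetate pH 7.5, 10 mM Mg acetate, 0.01% Tween-20, 0.05% BSA; 6-point qHTS titration about 60 µM downward; luminescence read.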
ELG1 DNA repair – ELG1-dependent DNA repair inhibition | HEK293T ELG1-luciferase reporter, luminescence, 16 h; DNA damage induced by 5-fluorouridine | Potency, µM (top dose mostly 46.1 µM), for inactives: at the top dose activity change, negative = inhibition, most hits filed as inhibitors | 2.3% of 330,000 active; further: potency means the concentration at half of the fitted maximal effect; on the % scale 0 is the no-effect control and ±100 the full control effect; nearly all actives have a fitted effect of over 55% in size
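Overnight (16 hr) co-exposure of 2,000 cells/well to 5-fluorouridine and compound at 37 °C preceded detection. Luciferase was quantified via ONE-Glo luminescence; loss of signal denotes inhibition.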
VP16 counter – counter-screen for ROR gamma inhibitors: Gal4-VP16 reporter; Drosophila S2 Gal4-VP16 UAS-luciferase, luminescence, 20 h; Potency, µM (doses to about 53.6 µM), without a hit: at the top dose activity, negative = inhibition, actives largely listed as inhibitors; 3.5% of 310,000 active;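 further: Gal4-VP16 expression switched on by copper sulfate through the metallothionein promoter; potency means the concentration at half of the fitted maximal effect; on the % scale 0 is the no-effect control and ±100 the full control effect; nearly all actives have a fitted effect of over 50% in size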
Rab9 prom act – activates the Rab9 promoter; Potency, µM (top dose mostly 9.22 µM), for inactives: top-dose activation, negative = inhibition, actives largely listed as activators; Huh7 Rab9 promoter-luciferase reporter, luminescence, 24 h; AID 485297; 2.8% of 320,000 active; further: potency means the concentration at half of the fitted maximal effect; % of control where 0% means no effect; nearly all actives have a fitted effect of over 60% in size
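Cell-based reporter: Huh7 stable for Rab9 promoter-driven luciferase, plated in reduced-serum medium with 10% FBS at 1500 cells/well, compound-treated 24 h at 37 °C, luminescence read after 10 min reagent.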
Tb PFK block – blocks T. brucei phosphofructokinase. O15648. Potency, µM (series often up to 57.5 µM), for inactives: at the highest dose activity, negative = inhibition, most hits filed as inhibitors. T. brucei PFK, ADP-Glo luminescence. 0.17% of 330,000 active. AID 485367;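 further: potency means the concentration at half of the fitted maximal effect; 0% = uninhibited 1x PFK enzyme wells and -100% = no-enzyme wells; nearly all actives have a fitted effect of over 60% in size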
Target sequence (O15648 whole entry, looked up): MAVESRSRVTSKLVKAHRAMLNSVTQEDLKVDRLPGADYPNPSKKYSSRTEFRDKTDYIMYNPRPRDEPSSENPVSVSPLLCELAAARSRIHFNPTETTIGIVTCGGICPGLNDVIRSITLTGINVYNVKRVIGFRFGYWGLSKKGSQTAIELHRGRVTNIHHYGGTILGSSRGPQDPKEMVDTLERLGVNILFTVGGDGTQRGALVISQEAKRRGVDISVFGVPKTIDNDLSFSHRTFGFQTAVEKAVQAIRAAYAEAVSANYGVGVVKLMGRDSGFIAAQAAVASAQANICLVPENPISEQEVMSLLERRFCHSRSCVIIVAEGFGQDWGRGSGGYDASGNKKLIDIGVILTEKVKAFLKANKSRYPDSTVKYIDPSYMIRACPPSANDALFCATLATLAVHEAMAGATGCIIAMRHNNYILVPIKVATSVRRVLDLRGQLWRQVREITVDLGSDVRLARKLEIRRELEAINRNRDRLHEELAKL
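ADP-Glo luminescence quantified ADP after 45 min at room temperature, with 1.25 nM T. brucei PFK, 0.1 mM ATP and 0.5 mM fructose-6-phosphate in pH 8.0 TEA buffer. qHTS titrations up to 57 µM; curves classified by quality.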
* = called active by the depositor; ? = inconclusive; / = not tested or not shown; [ ] = another dose, or the depositor's remark. Unless noted, the call rests on the fitted dose curve; in most records, active means well fitted curve in the direction sought with a large enough effect; inconclusive means small, poorly fitted or top-dose-only effect, or another doubt; inactive means no such curve, though single readings can be large; an effect the other way counts as inactive or inconclusive.

SMILES	BRCA1 expr act	TRPV1 agonist	ELG1 genotox	p53 reactivation	NPC1 prom act	RORgamma inh	FLuc counter	ELG1 DNA repair	VP16 counter	Rab9 prom act	Tb PFK block
O=C(NCCCN1CCOCC1)C1CCN(S(=O)(=O)c2c(Cl)cccc2Cl)CC1	0.8%	-0.5	0.3%	8.5%	9.7%	-11.0%	-0.4%	2.8%	-2.3%	-1.7%	-14.1%
CCOC(=O)[C@H]1[C@H]2COc3ccc(C)cc3[C@@H]2N2C(=O)[C@@H](CO)NC(=O)[C@@]12C	-1.5%	2.2	0.6%	-3.0%	-0.9%	/	-2.0%	-1.2%	/	-6.4%	0.5%
N=c1n(CCO)c2ccccc2n1CCN1CCCCC1	-2.8%	0.0	-11.3%	-9.4%	-3.7%	3.3%	4.5%	6.6%	0.4%	-2.5%	0.8%
COc1ccc(NC(=O)C2C(c3ccccc3)C2(Cl)Cl)cc1 (centres undefined)	2.7%	/	-4.7%	0.9%	3.0%	18.8%	1.8%	-4.4%	16.7%	1.4%	8.0%
COc1ccc(CCNC(=S)N2CCC(C(=O)c3ccc(F)cc3)CC2)cc1OC	-40.4%	9.8	-8.3%	-0.3%	-18.1%	20.7%	-5.1%	9.2µM*	-12.6%	-24.0%	-2.1%
CC(NC(=O)C1CCCN(S(=O)(=O)c2cccc3nonc23)C1)c1ccccc1 (centres undefined)	4.8%	-1.7	2.0%	-2.9%	-2.8%	6.2%	0.9%	-11.0%	-8.2%	-5.4%	0.7%
CC1CC1C(=O)OCC(=O)NCc1ccc(Cl)cc1 (centres undefined)	4.2%	8.5	-1.4%	-2.3%	-2.9%	-4.2%	0.9%	24.9%	0.3%	-3.3%	-2.6%
Cc1cc(C(=O)N2CCc3ccccc3C2)no1	18.2%	11.8	14.3%	8.9%	1.2%	?	4.3%	12.1%	19.1%	7.1%	3.5%
CCN(CC)C(=S)SCC(=O)c1ccc(F)cc1	3.16µM*	12.5	?	16.4%	2.51µM*	?	15.1µM*	?	-9.7%	2.51µM*	3.3%
O=C(c1cnn(C(=O)c2ccco2)c1)c1ccccc1O	18.9%	/	-1.2%	8.7%	/	/	/	-14.8%	/	/	-2.1%
CCCOc1cc(N(CC)CC)ccc1/C=C(/C#N)c1nc2ccc(C)cc2[nH]1	-57.8%	?	-6.6%	33.2%	-9.6%	1.7%	-9.0%	4.61µM*	-1.0%	-0.4%	-3.2%
C/C(=N\Nc1nc(C(C)(C)C)cs1)c1ccc(O)cc1	79.3%	5.2	?	1.6%	?	?	21.3µM*	?	10µM*	?	-2.4%
CN(Cc1ccc2c(c1)OCCO2)C(=O)CSc1ncnc2sccc12	-28.6%	/	-5.1%	-7.0%	/	/	/	?	/	/	2.9%
O=C(Cc1ccc([N+](=O)[O-])cc1)NC(C(=O)O)C(O)c1cccc([N+](=O)[O-])c1 (centres undefined)	-0.5%	2.2	-1.9%	/	2.2%	-1.4%	0.4%	10.5%	6.3%	-5.7%	1.3%
COc1ccc2c(c1)[nH]c1c(=O)n(N)cnc12	21.7%	-0.7	0.2%	14.8%	15.1%	23.0%	?	?	-9.0%	14.8%	-1.0%
C=CCN(CC=C)S(=O)(=O)c1ccc(C(=O)Nc2sc3c(c2C(N)=O)CCCCC3)cc1	-55.5%	-1.0	?	2.4%	-8.3%	-16.3%	-4.5%	?	?	-13.6%	-4.3%
Nc1ccc(C(=O)OCc2csc(-c3ccccc3)n2)cc1[N+](=O)[O-]	23.7%	4.7	11.4%	8.4%	6.5%	18.4%[10 µM]	-5.2%	22.2%	-10.1%	2.1%	0.4%
CCC(C)N=C1SCC(C)(/C=N/O)S1 (centres undefined)	1.4%	8.5	7.4%	?	-1.7%	-26.5%	5.9%	4.6%	2.0%	-3.2%	0.2%
CC(=O)Nc1ccc(NC(=S)NC(=O)c2cc3ccccc3o2)cc1	44.3%	1.9	6.1%	23.0%	7.3%	-0.5%	-0.5%	?	25.3%	11.9%	0.1%
COc1ccc(CCNC(=O)c2cccc(S(=O)(=O)N3CCOCC3)c2)cc1OC	17.2%	9.0	-2.4%	0.4%	-0.5%	/	8.6%	10.5%	/	-0.4%	-2.0%
COC(=O)C1=C(C(=O)OC)[C@@H]2N(Cc3ccccc3)c3ccccc3[C@@]23C[C@@H](C(=O)OC)N(C(=O)c2cccs2)C3=N1	-41.4%	3.4	-12.9%	-1.3%	-2.7%	?	0.7%	0.5%	17.8µM*	-6.2%	3.2%
CCCn1c(-c2ccc(OC)cc2)nc2c(=O)n(C)c(=O)[nH]c21	12.7%	0.4	0.1%	2.7%	0.0%	16.0%	4.5%	1.1%	-5.7%	-4.7%	-1.2%
O=C(OCCN1C(=O)c2ccccc2C1=O)c1ccccc1	12.1%	?	1.5%	-2.7%	-6.9%	-3.3%	-13.8%	19.8%	11.7%	3.0%	0.8%
Cc1ccc(NC(=O)CN2C(=O)c3ccccc3S2(=O)=O)c(C)c1	6.3%	0.6	5.1%	4.2%	0.7%	-13.0%	-1.4%	4.4%	-10.4%	23.2%	0.8%
Cc1ccc(C)c(OCCCN2CCNCC2)c1	12.3%	-2.9	1.2%	?	-14.1%	-19.0%	0.7%	22.7%	18.9%	-2.1%	-2.0%
CCCCn1c(N)c(N(CCC(C)C)C(=O)C2CSC3(C)CCC(=O)N23)c(=O)[nH]c1=O (centres undefined)	21.9%	-0.4	-2.1%	8.0%	-0.9%	/	0.4%	-1.7%	/	-5.3%	7.6%
Cc1c(C(=O)NCc2ccc3c(c2)cc(C)n3C)cccc1[N+](=O)[O-]	3.2%	8.4	-0.2%	-6.6%	-1.2%	-2.1%	?	-0.6%	0.1%	-12.2%	2.7%
O=C(Nc1ccccc1)c1cnc2ccccc2n1	-2.1%	?	?	?	18.5%	-2.7%	12µM*	?	-9.9%	6.7%	-2.9%
COc1cc2[nH]c(=S)nc(NCc3cccs3)c2cc1OC	-23.5%	-1.2	-4.8%	0.8%	0.3%	6.31µM*	0.7%	7.3%	12.6µM*	-3.4%	-0.5%
COc1cc(O)c2c(=O)c3c(O[C@H]4O[C@@H](CO)[C@H](O)[C@@H](O)[C@@H]4O)ccc(O)c3oc2c1	-31.2%	/	1.1%	8.9%	/	/	/	7.9%	/	/	5.1%
CCOC(=O)CCC(=O)Nc1ccccc1C(N)=O	-6.8%	-1.1	-1.7%	-4.3%	0.4%	-26.3%	0.8%	-3.4%	9.1%	-0.6%	0.7%
COc1c(Cl)cc(Br)c(OC)c1C(=O)NC(=O)Nc1nc(C)cc(C)n1	-23.8%	-3.5	-4.2%	-7.0%	-3.0%	8.7%	6.6%	?	2.0%	-0.8%	1.3%
Cc1cc(=S)c2cccc(C)c2[nH]1	-1.7%	2.2	-3.4%	-0.4%	1.8%	-7.7%	3.6%	-0.6%	6.0%	-1.2%	-0.6%
Cc1ccc(C(=O)N2CCC3(CC2)Oc2ccc(Cl)cc2C(=O)C32CC(c3ccc(Cl)cc3)=NO2)s1 (centres undefined)	-6.5%	1.3	1.6%	-2.8%	-0.9%	5.3%	-1.8%	-5.3%	-5.5%	-3.1%	-4.3%
C[C@@H]1CC=C[C@H]2[C@H]1C(=O)N(Cc1ccccc1)[C@H]2c1ccc2ccccc2c1Br	-41.2%	20.8	-0.7%	-4.3%	-6.1%	?	-1.4%	-16.2%	?	-1.5%	0.8%
COc1ccc(F)cc1C(=O)C1CCCN(C(=O)Cc2c(C)noc2C)C1 (centres undefined)	-5.1%	-0.7	0.0%	1.4%	2.5%	-3.6%	-2.0%	?	-2.3%	-3.7%	-4.6%

Bioassay records as filed in PubChem BioAssay.
